Assay outcomes (PubChem)
Vif-A3F inh: qHTS for Inhibitors of Vif-A3F Interactions: qHTS; AID 602313, 2012; 390,000 tested, 0.2% active; Potency, µM (doses to about 46.1 µM), for inactives: at the highest dose activity, negative = active; HeLa A3F-eYFP + Vif (tagged APOBEC3F with the HIV-1 protein that degrades it), YFP fluorescence increase; also: % of control where 0% means no effect; nearly all actives have a fitted effect of over 65% in size
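HeLa cells stably expressing Vif plus C-terminally eYFP-tagged A3F were seeded, incubated overnight at 37 deg C, dosed with compound, incubated overnight again at 37 deg C. Yellow fluorescence (Ex 488/Em 500-530) reported blocked Vif-mediated A3F-eYFP degradation.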
ALOX12 inh: Primary qHTS assay for inhibitors of human arachidonate 12S-lipoxygenase (ALOX12): Round 2. Polyunsaturated fatty acid lipoxygenase ALOX12 (Homo sapiens), P18054. purified 12hLO, xylenol orange hydroperoxide absorbance. Potency, µM (highest dose often 108 µM), for the others: at the top dose activity change, negative = inhibition, actives largely listed as inhibitors. 580,000 tested, 1.1% active; also: % is scaled to controls: 0 for no effect and ±100 for the full control effect
Target sequence (P18054 whole entry, looked up): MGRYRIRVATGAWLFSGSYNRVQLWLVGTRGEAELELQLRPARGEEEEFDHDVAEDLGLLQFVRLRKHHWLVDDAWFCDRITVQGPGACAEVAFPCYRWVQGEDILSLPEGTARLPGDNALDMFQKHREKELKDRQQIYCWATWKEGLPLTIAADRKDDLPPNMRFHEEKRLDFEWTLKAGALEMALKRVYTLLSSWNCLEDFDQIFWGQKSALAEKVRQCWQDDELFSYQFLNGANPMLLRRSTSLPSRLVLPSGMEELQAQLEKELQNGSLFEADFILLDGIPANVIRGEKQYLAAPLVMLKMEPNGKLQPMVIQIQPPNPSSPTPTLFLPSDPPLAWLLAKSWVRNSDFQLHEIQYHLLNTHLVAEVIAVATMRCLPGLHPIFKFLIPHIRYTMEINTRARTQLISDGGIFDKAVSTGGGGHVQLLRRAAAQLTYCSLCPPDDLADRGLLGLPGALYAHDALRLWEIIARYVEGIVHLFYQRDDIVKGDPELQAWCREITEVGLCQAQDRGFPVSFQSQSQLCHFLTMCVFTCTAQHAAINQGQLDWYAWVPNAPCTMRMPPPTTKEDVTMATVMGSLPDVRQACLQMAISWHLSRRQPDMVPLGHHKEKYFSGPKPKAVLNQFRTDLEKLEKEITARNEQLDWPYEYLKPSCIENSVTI
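Hydroperoxide product was detected by ferrous iron/xylenol orange as the 573 to 405 nm absorbance ratio. Arachidonic acid at 40 uM (final) was turned over for 30 min at room temperature by 150 nM human 12hLO, pH 7.0 Hepes buffer, after 15 min compound preincubation.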
USP1 inh: Inhibitors of USP1/UAF1: Primary Screen. Ubiquitin carboxyl-terminal hydrolase 1 (Homo sapiens), O94782. recombinant USP1/UAF1, Ub-Rhodamine cleavage fluorescence. Potency, µM (top dose mostly 57.1 µM), for the others: at the highest dose activity change, negative = inhibition, actives largely listed as inhibitors. 390,000 tested, 0.23% active. AID 743255, 2014; also: % is scaled to controls: 0 for no effect and ±100 for the full control effect; nearly all actives have a fitted effect of over 60% in size; inactives centre near -12
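USP1/UAF1 complex (1 nM) preincubated 15 min at room temperature with compound, then Ub-Rho substrate (150 nM final) added. Kinetic fluorescence at 480/540 nm over 6 reads at 60 s intervals; 50 mM HEPES pH 7.8, 0.5 mM EDTA, 0.1 mg/ml BSA, 1 mM TCEP, 0.01% Tween-20.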
Vif-APOBEC3G blk: qHTS for Inhibitors of Vif-A3G Interactions: qHTS. DNA dC->dU-editing enzyme APOBEC-3G (Homo sapiens), Q9HC16. HeLa A3G-eYFP + Vif (tagged APOBEC3G with the HIV-1 protein that degrades it), YFP fluorescence, overnight. Potency, µM (titrated, usually from 46.1 µM), inactives show top-dose activity, negative = active, hits mostly inhibitors. 410,000 tested, 0.076% active. AID 602310, 2012;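 also: % is scaled to controls: 0 for no effect and ±100 for the full control effect; nearly all actives have a fitted effect of over 60% in size; hits raise eYFP signal because A3G escapes Vif-driven loss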
Target sequence (Q9HC16 whole entry, looked up): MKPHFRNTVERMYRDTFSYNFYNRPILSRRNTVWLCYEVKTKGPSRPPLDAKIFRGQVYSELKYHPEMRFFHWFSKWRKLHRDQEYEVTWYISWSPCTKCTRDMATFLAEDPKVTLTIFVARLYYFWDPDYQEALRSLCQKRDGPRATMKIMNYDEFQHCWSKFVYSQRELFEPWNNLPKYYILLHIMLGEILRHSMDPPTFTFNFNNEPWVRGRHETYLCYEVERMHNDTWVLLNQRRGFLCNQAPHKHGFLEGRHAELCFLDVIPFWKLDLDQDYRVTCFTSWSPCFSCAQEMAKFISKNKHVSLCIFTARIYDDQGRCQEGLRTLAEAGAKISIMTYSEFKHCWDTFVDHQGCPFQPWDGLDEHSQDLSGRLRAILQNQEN
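Read-out is eYFP fluorescence (Ex 488/Em 500-530) from Vif-expressing HeLa A3G-eYFP cells; more signal means A3G escaped Vif-mediated degradation. Cells plated overnight, compound pinned in, incubated overnight at 37 deg C.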
RGS4 inh: Inhibitors of Regulator of G Protein Signaling (RGS) 4: qHTS | 390,000 tested, 0.039% active | Potency, µM (doses to about 114 µM), inactives show at the highest dose activity change, negative = inhibition, most hits filed as inhibitors | Transcreener GDP fluorescence polarization, RGS4-accelerated GTP hydrolysis | Regulator of G-protein signaling 4 (Homo sapiens), P49798; also: % is scaled to controls: 0 for no effect and ±100 for the full control effect; nearly all actives have a fitted effect of over 75% in size; some results filed as inactive show a strong effect at the top dose
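MLSMR compounds (23 nl, pin-transferred) preincubated 10 min at room temperature with a 500nM (2x) first reagent, then RGS4 at 900nM (2x) plus Transcreener GDP mix added; fluorescence polarization (620/688 nm) read before and after 90 min at 30 °C.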
TrxR1 substrate: qHTS Assay for Substrates of Mammalian Selenoprotein Thioredoxin Reductase 1 (TrxR1): qHTS; AID 588456, 2011; 390,000 tested, 0.01% active; Thioredoxin reductase 1, cytoplasmic (Rattus norvegicus), O89049; Potency, µM (top dose mostly 114 µM), for the others: at the highest dose activity change, negative = substrate turnover; purified TrxR1 substrate turnover, NADPH consumption readout; also: % is scaled to controls: 0 for no effect and ±100 for the full control effect; nearly all actives have a fitted effect of over 50% in size
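Rat TrxR1, dispensed at 90 nM, was prereduced with 400 uM NADPH (final) for 5 min at ~22 deg C, then incubated with compound 15 min before 400 uM selenite. A first-read NADPH fluorescence drop versus no-compound background flagged substrates.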
TrxR1 inh: qHTS Assay for Inhibitors of Mammalian Selenoprotein Thioredoxin Reductase 1 (TrxR1): qHTS. Thioredoxin reductase 1, cytoplasmic (Rattus norvegicus), O89049. recombinant rTrxR1, NADPH fluorescence consumption, selenite substrate. Potency, µM (titrated, usually from 114 µM), inactives show at the top dose activity change, negative = inhibition, actives largely listed as inhibitors. 390,000 tested, 1% active. AID 588453, 2011; also: % is scaled to controls: 0 for no effect and ±100 for the full control effect; nearly all actives have a fitted effect of over 65% in size
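Rat TrxR1 (90 nM in the dispensed reagent) was pre-reduced with 400 uM NADPH for 5 min at room temperature, then incubated with compound for 15 min. After 400 uM selenite was added, NADPH fluorescence (Ex 340/Em 450 nm) was followed for 8 min.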
RXFP1 ag: qHTS Assay for Agonists of the Relaxin Receptor RXFP1. Relaxin receptor 1 (Homo sapiens), Q9HBX9. Potency, µM (series often up to 57.5 µM), without a hit: top-dose activation, most hits filed as activators. AID 2676, 2010. 370,000 tested, 0.3% active. HEK293T-RXFP1 cAMP TR-FRET, 30 min; response scale: percent of porcine relaxin response, buffer zero; also: % is scaled to controls: 0 for no effect and ±100 for the full control effect; nearly all actives have a fitted effect of over 60% in size; many of its hits are not listed in these tables
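Agonist response is measured as cAMP accumulation in an RXFP1-transfected HEK293T line under PDE4 inhibition. Values are scaled between buffer-only and 29 nM porcine relaxin, and EC50s come from standard Hill equation fits.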
IDH1 R132H inh: qHTS for Inhibitors of mutant isocitrate dehydrogenase 1 (IDH1): qHTS; IDH1-R132H enzyme, NADPH consumption, diaphorase/resazurin fluorescence; Potency, µM (top dose mostly 76.6 µM), for the others: at the highest dose activity change, negative = inhibition, hits mostly inhibitors; 390,000 tested, 0.093% active; also: % is scaled to controls: 0 for no effect and ±100 for the full control effect; nearly all actives have a fitted effect of over 65% in size
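IDH1-R132H (0.5 ug/mL dispensed) in pH 7.5 Tris buffer was preincubated 30 min with compound, then given a substrate mix of 0.016 mM NADPH and 2 mM alpha-KG for 80 min at room temperature; remaining NADPH was read by diaphorase/resazurin fluorescence.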
* marks the source's active call; other numbers are inactive results; ? = inconclusive; / = no result given; [ ] = dose if it differs, or a comment. Calls follow the shape of the dose curve; as a rule, active = well fitted curve in the direction sought with a large enough effect; inconclusive = small, poorly fitted or top-dose-only effect, or another doubt; inactive = no such curve, though single readings can be large; an effect the other way counts as inactive or inconclusive. Potency is read from the fitted curve at half-maximal effect. Not all compounds are listed; rates above refer to the full screens.

SMILES | Vif-A3F inh | ALOX12 inh | USP1 inh | Vif-APOBEC3G blk | RGS4 inh | TrxR1 substrate | TrxR1 inh | RXFP1 ag | IDH1 R132H inh
COc1ccc(N2CCN(CCNC(=O)Nc3ccc([N+](=O)[O-])cc3OC)CC2)cc1 | 9% | ? | -15% | 0% | -19% | -7% | -8% | 0.9% | -8%
Cc1cccc2c(=O)cc(C)n(CC(N)=O)c12 | -8% | 10% | -22% | 0% | -3% | 5% | 24% | -1.5% | 15%
COc1ccc(OCC(=O)Nc2ccc(Cl)cc2)cc1 | 6% | -4% | -14% | 1% | 5% | -5%[57.1 µM] | -6%[57.1 µM] | -0.6% | 2%
O=C(Cc1cccs1)NCc1ccncc1 | 1% | -5%[57.4 µM] | 2% | 4% | 2% | -6% | 1% | -0.8% | 5%
C=CCn1c(SCCN)nnc1-c1cccc(S(=O)(=O)N2CCOCC2)c1 | 0% | 1% | -12% | -1% | -12% | -3% | -4% | / | 2%
NC(=S)N/N=C/C=C/c1ccccc1 | -10% | ? | -16% | -3% | -30% | -12% | -3%[57.1 µM] | -1.1% | 7%
O=C(Cn1nc(-c2ccccc2)ccc1=O)NCCCN1CCOCC1 | -2% | -26% | -22% | -8% | -22% | 1% | 5% | 0.8% | 0%
COC(=O)Cn1c(=NC(=O)C(C)C)sc2c(C)cc(C)cc21 | 1% | 12%[57.4 µM] | -17% | 1% | -5% | 3%[57.1 µM] | 23%[57.1 µM] | 4.8% | 2%
COc1ccc(Cn2c(C)nc3oc4cc(OC)ccc4c(=O)c3c2=O)cc1 | -5% | 0% | -16% | 1% | -14% | -6% | -5% | 25% | 4%
O=C(COCc1cc(-c2cccs2)on1)N1CCN(c2ccc(F)cc2)CC1 | 3% | -18% | -6% | 8% | 2% | -8% | -18% | 2.0% | -3%
COc1ccc(C(c2c(O)cc(C)n(Cc3ccco3)c2=O)N2CCCCC2)cc1OC (stereo not given) | 1% | -20% | -9% | 1% | 10% | -1%[57.1 µM] | 2%[57.1 µM] | 3.5% | 4%
COc1ccc(NC(=O)c2oc3ccccc3c2NC(=O)C2CC2)cc1 | 0% | -8% | -6% | -4% | 32% | 73%[activator] | 64%[activator] | 4.2% | 0%
C=CCN(Cc1ccc(Br)s1)C(=O)c1ccc(OCc2c(C)noc2C)cc1 | 6% | -9% | -11% | 1% | / | / | / | / | 0%
O=C(NCC1CCCO1)C(=O)N/N=C/c1ccccc1C(=O)O (stereo not given) | 1% | -8% | 4% | 2% | ? | 2%[57.1 µM] | 26%[57.1 µM] | 0.3% | 0%
CC(=O)c1ccc(N(CC(=O)NCCc2ccccc2)C(=O)c2csnn2)cc1 | -10% | -3% | -22% | 4% | 4% | -3% | 6% | 0.8% | 2%
O=[N+]([O-])c1cc(C=Nc2ccc3ccccc3c2)ccc1Br | -40% | -18% | 2% | ? | -46% | 48%[activator] | ? | -0.1% | 18%
C/C(=N\OC(=O)c1cccc(C(F)(F)F)c1)c1sc(-c2ccccc2)nc1C | -1% | 19% | -12% | 0% | -12% | -5%[57.1 µM] | 22%[57.1 µM] | 2.8% | 6%
Cc1ccc(OC(=O)c2cncc(Br)c2)c(C)c1 | 0% | -2% | -9% | 2% | 1% | -1% | 31% | -0.6% | -3%
O=C(NCC(c1cccnc1)N1CCN(c2ccccc2)CC1)c1ccco1 (stereo not given) | 0% | 9% | -21% | 1% | -24% | 9% | -7% | / | 1%
Cc1c(C(N)=O)nnn1-c1ccc(Br)cc1 | 4% | -11% | ? | 2% | 7% | 4% | 17% | -0.8% | -3%
COc1ccccc1CNC(=O)CCc1nc2ccccc2c(=O)[nH]1 | -4% | -17% | -14% | 2% | 0% | -2% | 0% | 2.9% | 1%
CCCc1nnc(NC(=O)CCC(=O)N2CCN(c3ccccc3)CC2)s1 | 2% | -8% | -25% | 0% | 4% | 10% | 28% | 2.0% | 11%
O=C(C[N+]1(CC#Cc2ccccc2)CCOCC1)c1ccc(Cl)cc1 | -2% | ? | 0% | -4% | 17% | 11%[57.1 µM] | 13%[57.1 µM] | 1.4% | 2%
CCOC(=O)C1CCCN(S(=O)(=O)c2cc(OCC(=O)NC3CCCCC3)c(C)cc2Cl)C1 (stereo not given) | 2% | 0% | -8% | 1% | 11% | 3% | 23% | 1.3% | 4%
CCN(CC(=O)Nc1ccc(OC)cc1)C(=O)c1ccc(Cl)c(S(=O)(=O)N2CCCC2)c1 | 3% | 181%[activator] | 5% | -2% | -24% | -4% | 5% | 1.6% | 3%
Cc1cc(C)n2nc(SCC(=O)NC3CCCC(C)C3C)nc2n1 (stereo not given) | -5% | 0% | -4% | 4% | 4%[56.9 µM] | 7%[57.1 µM] | 22%[57.1 µM] | 1.9% | -3%
Cc1nc(-c2ccc(F)cc2)c(CC(=O)N(C)CC(=O)Nc2ccccc2Br)s1 | 7% | 4% | -3% | 0% | -3% | 3% | 0% | -0.7% | -1%
CCNc1nc(NCC)nc(N/N=C/c2ccc(O)c(OC)c2)n1 | 10% | ? | -20% | 0% | 10% | 1% | 1% | -3.1% | 0%
CCOC(=O)N1CCN(CC(=O)Nc2cc(OC)c(OC)cc2C#N)CC1 | 1% | 17% | -18% | -5% | 2% | -15%[57.1 µM] | 25%[57.1 µM] | 2.9% | 3%
C=C(C)C(=O)OC1(C(F)(F)F)Oc2cc(C)ccc2NC1=O (stereo not given) | 7% | ? | -21% | ? | 0%[11.4 µM] | 10%[57.1 µM] | ? | 0.8% | 4%
Cc1nc(Cl)sc1C(=O)Nc1cccc(C(F)(F)F)c1 | -18% | 0% | -19% | -6% | -25%[56.9 µM] | 4% | 18% | / | -8%
COC(=O)CC(NC(=O)C1CC1)c1ccc2c(c1)OCO2 (stereo not given) | 10% | 2% | -4% | 2% | 22% | 0% | 11% | 0.3% | -7%
Cc1ccccc1NS(=O)(=O)c1cc(C(=O)N2CCc3ccccc3C2)ccc1C | -2% | 7% | -20% | -6% | -6% | -6% | -5% | -1.7% | 3%
CCc1c(O)nc(SCc2nc3ccccc3c(=O)[nH]2)[nH]c1=O | 9% | -2% | -17% | 2% | 3% | 5%[57.1 µM] | 23%[57.1 µM] | 7.5% | -8%
COC(=O)c1sc(=S)n(-c2ccccc2OC)c1N | -11% | 0% | -17% | 0% | -7% | -3% | 8% | -5.8% | 3%
COc1ccc2[nH]c(C)c(CCNC(=S)Nc3ccccc3C)c2c1 | ? | ? | -18% | 2% | 7% | 2% | 1% | 4.0% | 7%
COc1nc(-c2ccc(Cl)cc2)nnc1C | -5% | 3% | -16% | 1% | 23% | 5% | 17% | -1.5% | 3%
CCOc1cc(NC(=O)c2cccs2)c(OCC)cc1NC(=O)CCC(=O)NCC1CCCO1 (stereo not given) | 4% | -2% | -9% | 2% | -2% | 0%[57.1 µM] | 4%[57.1 µM] | 0.6% | 0%
Cc1no[n+]([O-])c1COc1cccc(/C=C2\N=C(c3ccccc3)OC2=O)c1 | -1% | -26% | -7% | 1% | 1% | -3% | -8% | 0.0% | 0%
COC(=O)c1c(NC(=O)c2ccc(S(=O)(=O)N3CCC(C)CC3)cc2)sc2c1CCN(C)C2 | ? | ? | -22% | -23% | -5% | 6%[57.1 µM] | 14%[57.1 µM] | 4.4% | -11%
COc1ccccc1CCc1nnc(CCC(=O)NC(C)Cc2cccnc2)o1 (stereo not given) | 0% | 1% | -18% | -2% | 6% | 0% | 11% | -0.1% | -11%
Cc1cc(C)c(C)c(S(=O)(=O)N2CCN(C(=S)NCC3CCCO3)CC2)c1C (stereo not given) | -12% | -17% | -31% | -1% | -5% | 4%[57.1 µM] | 13%[57.1 µM] | 1.0% | 1%
CCOC(=O)c1nc(C)sc1-c1ccnn1S(=O)(=O)c1ccc(C)cc1 | 2% | 0% | -1% | -2% | -2% | -11% | 34%[57.1 µM] | -0.3% | 2%
N#C/C(C(=O)NCc1ccccc1)=C1/SC(Cc2ccc(Cl)cc2)C(=O)N1c1ccccc1 (stereo not given) | 1% | -13% | -17% | 2% | -2% | -5% | 26% | 0.4% | -9%
